Source: PubChem
Anthrax LF prot: Bacillus anthracis LF protease inhibitors, primary screen, biochemical, multiplex microsphere, MLPCN library; Lethal factor (Bacillus anthracis), P15917; multiplex microsphere protease cleavage assay; inhibition, % at 10 µM; hit rate 0.12% among 360,000; AID 588501, 2011; note: plate controls were buffer without enzyme for full effect and enzyme alone for no effect
Target sequence (P15917 whole entry, looked up): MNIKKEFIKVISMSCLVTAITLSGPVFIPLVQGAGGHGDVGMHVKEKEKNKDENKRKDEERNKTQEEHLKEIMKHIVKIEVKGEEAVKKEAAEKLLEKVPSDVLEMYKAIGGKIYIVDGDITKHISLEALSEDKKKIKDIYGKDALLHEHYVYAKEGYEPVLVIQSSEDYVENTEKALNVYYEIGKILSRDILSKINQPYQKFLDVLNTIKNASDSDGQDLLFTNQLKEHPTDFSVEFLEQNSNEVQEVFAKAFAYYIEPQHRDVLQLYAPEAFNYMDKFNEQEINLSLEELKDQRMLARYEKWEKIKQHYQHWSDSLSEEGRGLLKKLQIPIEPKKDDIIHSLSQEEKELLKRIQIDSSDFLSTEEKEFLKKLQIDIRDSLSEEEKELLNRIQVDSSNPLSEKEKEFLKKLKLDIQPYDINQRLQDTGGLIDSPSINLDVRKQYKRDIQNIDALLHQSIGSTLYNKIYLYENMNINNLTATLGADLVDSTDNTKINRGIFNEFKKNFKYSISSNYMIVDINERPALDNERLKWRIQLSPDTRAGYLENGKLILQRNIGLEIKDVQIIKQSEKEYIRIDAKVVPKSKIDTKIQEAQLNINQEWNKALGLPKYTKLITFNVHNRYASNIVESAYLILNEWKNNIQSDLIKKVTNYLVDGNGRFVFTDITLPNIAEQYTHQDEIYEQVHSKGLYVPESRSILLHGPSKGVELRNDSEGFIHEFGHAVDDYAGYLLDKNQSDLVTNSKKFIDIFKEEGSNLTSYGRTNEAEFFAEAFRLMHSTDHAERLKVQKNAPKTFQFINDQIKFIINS
Vc quorum ag: inducers of Vibrio cholerae quorum light production without autoinducers, primary screen, BH1578 luxS cqsA deficient, single point; V. cholerae BH1578 lux reporter, luminescence, 6 h; AID 588436, 2011; hit rate 0.16% among 350,000; activation, % at 18.7 µM; in the data active = activation mostly above about 9.7%, no sharp cut-off; inconclusive = no clear call, values can overlap the other calls; inactive = mostly below about 3.7%; note: not every result past the cut was called active; inactives centre near 0; reference of the scale not given here
TcdB GH inh: TcdB glycohydrolase inhibitors, primary screen, biochemical, single point, plate reader. Toxin B (Clostridioides difficile), P18177. TcdB glycohydrolase enzymatic assay. inhibition, % at 9.99 µM. hit rate 0.24% among 350,000. AID 652162, 2013; in the data active = inhibition above about 10%
PrPC surface inh: inhibitors of human cell surface prion protein PrPC, primary screen, cell-based, TR-FRET; TR-FRET read-out; hit rate 0.43% among 370,000; inhibition, % at 13.8 µM; in the data active = inhibition above about 24%; note: 0% = median of the test wells and 100% = reference compound wells
SARS 3CLpro inh: SARS-CoV 3CLpro protease inhibitors, primary screen, biochemical, quenched FRET; Replicase polyprotein 1ab (Severe acute respiratory syndrome coronavirus), P0C6X7; recombinant SARS-CoV 3CLpro, quenched FRET peptide cleavage; inhibition, % at 6 µM; hit rate 0.14% among 290,000; in the data active = inhibition above about 12%
Y pestis TopoI: Yersinia pestis topoisomerase I inhibitors, primary screen, biochemical, cleavage product accumulation, plate reader, single point | Y. pestis Topo-I cleavage product accumulation | activity, % at 10 µM | DNA topoisomerase I (Yersinia pestis CO92) | hit rate 0.064% among 360,000; in the data active = activity above about 50%, passing the limit was not always enough; inconclusive = no clear call, values can overlap the other calls; note: inactives centre near 2
PfHsp40 rescue: rescue of yeast from PfHsp40 toxicity, primary screen, S. cerevisiae, ATP luminescence; hit rate 0.68% among 340,000; S. cerevisiae expressing PfHsp40, growth rescue; AID 504582, 2011; growth rescue, % at 12.5 µM; in the data active = growth rescue above about 28%, passing the limit was not always enough; inconclusive = no clear call, values can overlap the other calls;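 note: yeast W303a lacking pdr1 and pdr3 grown in galactose medium; growth measured after three days at 30 °C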
BoNT-A LC inh2: BoNT/A light chain protease inhibitors, primary screen, biochemical, flow cytometry, MLPCN library | Botulinum neurotoxin type A light chain protease (Clostridium botulinum A str. ATCC 3502) | multiplex microsphere protease substrate cleavage | inhibition, % at 10 µM | hit rate 0.17% among 360,000; note: plate controls were buffer without enzyme for full effect and enzyme alone for no effect
SSB-PriA inh: inhibitors of Klebsiella pneumoniae PriA binding to SSB C-terminal tail, primary screen, biochemical, AlphaScreen | PriA–SSB C-terminal tail interaction (Klebsiella pneumoniae) | AlphaScreen SSBct-PriA binding, biotinylated peptide | inhibition, % at 33 µM | hit rate 0.6% among 430,000 | AID 1272365, 2023; in the data active = inhibition mostly above about 37%, no sharp cut-off; inactive = mostly below about 20%;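 note: plate controls were negative control peptide for no effect and reference peptide for full effect; strong numbers were not always called active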
The depositor's hits bear a star; i = inactive; u = inconclusive; x = not tested or not shown; & = joins results of further samples. Cut-off read from the data, not from the text of the source, unless noted: active = inhibition above about 30%; inconclusive = no clear call, values can overlap the other calls; inactive = below that.

SMILES	Anthrax LF prot	Vc quorum ag	TcdB GH inh	PrPC surface inh	SARS 3CLpro inh	Y pestis TopoI	PfHsp40 rescue	BoNT-A LC inh2	SSB-PriA inh
O=c1[nH]c2cc3ccccc3cc2nc1-c1nnnn1Cc1ccccc1	3	x	0.6	-9	x	x	x	4.8	x
CCC(c1nnnn1C1CCCC1)N(Cc1cccs1)Cc1cc2cc(C)ccc2[nH]c1=O (stereo not drawn)	-9	0.7	x	0	1	33	1.6	0.4	0
Clc1ccc(C2[C@H]3CN(Cc4cccnc4)[C@H](c4ccccc4)C34CC2(c2cccnc2)C4)cn1 (stereo partly drawn)	1	2.4	-4.3	11	x	18	-0.7	-0.6	4
CCOC(=O)CCCCCC(=O)Nc1ccc2c(c1)C(=O)N([C@@H](C)CO)C[C@H](C)[C@H](CN(C)C(=O)Nc1ccc(C(F)(F)F)cc1)OCCCC[C@H](C)O2	-3	0.4	-0.1&-0.3	0	x	1	x	-0.1	x
CCCCNC(=O)CCCn1c(=O)[nH]c2ccc(Br)cc2c1=O	3	x	x	-7	-5	-1	-0.2	-0.7	-9
Cc1cc(C)n2c(SCc3ccccc3Cl)nnc2n1	3	-14	x	13	0	5	0.5	0.0	-25
CCn1c(C)cc(/C=C2\C(=O)NC(=O)N(c3ccccc3C)C2=O)c1C	0	-2.3	0.8	2	-3	0	0.8	0.2	0
COc1cc(OC)cc(C(=O)N[C@H](C(=O)OCC(=O)Nc2ccc(C(N)=O)cc2)C(C)C)c1	-2	-0.3	1.5	-7	-2	-6	-0.4	-0.7	11
CCCCS(=O)(=O)Nc1ccc(N2CCOCC2)c(S(=O)(=O)N2CCOCC2)c1	6	-0.3	0.1	7	1	3	0.2	-1.3	-3
CCC(=O)Nc1nnc(S(=O)(=O)N(C)c2cc(C)cc(C)c2)s1	8	-1.5	0.4	-3	-3	1	1.6	-1.5	1
O=C1CN(S(=O)(=O)c2cc(Cl)ccc2Cl)CCN1	-2	-1.4	0.5	-7	10	4	-0.9	0.6	5
COCCCNC(=O)Cc1ccc(S(=O)(=O)N2CCOCC2)s1	-5	i	0.4	-8	x	1	-0.8	-0.1	2
CC1CCN(C(=O)c2ccc3c(c2)OCCO3)CC1	-1	-0.6	x	1	0	-5	1.0	0.5	2
CC1CN(CCCCSc2ccccc2)CC(C)O1 (stereo not drawn)	5	i	1.1	5	-3	0	-0.7	1.3	-8
Cc1cc(SCC(=O)OCC(=O)N2CCN(C(=O)c3ccco3)CC2)c(C)cc1Br	-2	i	x	15	3	44	-0.2	0.9	1

Given as labelled records: 2 of the compounds above
> CCn1c(C)cc(/C=C2\C(=O)NC(=O)N(c3ccccc3C)C2=O)c1C
  Anthrax LF prot: 0 | Vc quorum ag: -2.3 | TcdB GH inh: 0.8 | PrPC surface inh: 2 | SARS 3CLpro inh: -3 | Y pestis TopoI: 0 | PfHsp40 rescue: 0.8 | BoNT-A LC inh2: 0.2 | SSB-PriA inh: 0
> COc1cc(OC)cc(C(=O)N[C@H](C(=O)OCC(=O)Nc2ccc(C(N)=O)cc2)C(C)C)c1
  Anthrax LF prot: -2 | Vc quorum ag: -0.3 | TcdB GH inh: 1.5 | PrPC surface inh: -7 | SARS 3CLpro inh: -2 | Y pestis TopoI: -6 | PfHsp40 rescue: -0.4 | BoNT-A LC inh2: -0.7 | SSB-PriA inh: 11

Additional entries
SMILES	Anthrax LF prot	Vc quorum ag	TcdB GH inh	PrPC surface inh	SARS 3CLpro inh	Y pestis TopoI	PfHsp40 rescue	BoNT-A LC inh2	SSB-PriA inh
Cc1ccc(CNC(=O)CCCn2nc(C)c3c(C)n(-c4ccccc4)nc3c2=O)cc1	-1	-0.2	-1.7	-1	0	-4	1.1	0.4	3
CC(=O)NC12CC3CC(C1)CC(C(=O)Nc1nccs1)(C3)C2	-1	0.7	x	-7	-3	-6	2.3	-1.1	-10
CCN1CCCC1CNCc1cccc(OC)c1OCc1ccccc1 (stereo not drawn)	-1	-0.3	x	-4	-1	-7	-1.0	1.0	-11
O=C1C2C3C=CC(CC3)C2C(=O)N1c1ccc2c(c1)OCO2 (stereo not drawn)	-5	-0.3	x	2	-5	2	1.5	-0.1	-16
N#CCCN(CCN1CCCC1)S(=O)(=O)c1ccc(-c2ccc([N+](=O)[O-])cc2)cc1	3	-0.1	0.7	-15	0	7	-0.1	1.7	-23
COC(=O)c1cn(NC(=O)c2cnccn2)c(=O)c2ccccc12	-2	-0.2	x	0	-6	2	u	-1.2	16
COc1ccc(C2=CC(=O)OC3(CCCCC3)O2)cc1	-9	-0.3	x	7	0	26	1.7	-0.7	-21
NC(CSC1(c2ccc(Cl)cc2)c2ccccc2-c2ccccc21)C(=O)O (stereo not drawn)	2	-1.2	1.4	-2	x	-2	-0.3	0.4	-4
COc1ccc(CNC(=O)CN(C(=O)c2cc3sccc3n2C)C2CCCC2)cc1	-5	-6.7	2.0	0	4	10	3.8	-0.4	4
COc1ccccc1/C=C1\SC(N2CCC(C)CC2)=NC1=O	6	-0.5	1.4	0	4	33	-1.7	5.6	-9
Cc1ccc(C(=O)N/C(=C\c2cccs2)C(=O)NCCCN2CCOCC2)cc1	8	-0.5	0.6	-8	-1	-8	-0.9	1.1	-11
O=C(CO/N=C/c1ccc(OC(F)F)cc1)N1CCc2ccccc21	-2	-0.6	x	-6	5	4	-0.1	0.0	x
CCOC(=O)c1ccc(NC(=O)C2COc3ccccc3O2)cc1 (stereo not drawn)	-8	i	2.1	-1	0	14	10	-2.6	-34
O=C(c1cc(-c2ccccc2)on1)N1CCCC1	0	-3.9	x	-1	4	8	1.2	-0.6	-11
Cc1ccc(CNC(N)=S)cc1	2	-3.2	x	2	-1	2	-1.5	0.4	-7
Cc1ccc(S(=O)(=O)Nc2cccc3ncccc23)cc1	-2	-0.6	2.0	1	0	-5	-1.1	0.4	8
Cc1ccc(NC(=O)COC(=O)Cn2cnc3c2c(=O)n(C)c(=O)n3C)c(Cl)c1	2	i	2.2	2	-1	-9	u	-0.7	-6
CCOc1ccc(C(=O)NCC(=O)NNC(=O)c2cc(C)oc2C)cc1OCC	11	-0.9	-0.2	-7	x	-6	0.2	2.3	-7
CCN(CC)c1ccc(N=Cc2c(O)n(CCC3=CCCCC3)c(=O)[nH]c2=O)cc1	u	-0.3	x	3	1	5	-0.8	-6.4	-2
COc1ccc(C(=O)NC2CCSc3ccccc32)cc1S(=O)(=O)N1CCOCC1 (stereo not drawn)	-2	-5.3	-0.1	-8	x	27	0.6	-1.9	7
Cc1nc2nc(SCC(=O)NCc3ccco3)nn2c(C)c1Cc1c(F)cccc1Cl	-5	-0.3	x	-3	-4	21	-0.6	0.3	2
COc1ccc2c(c1)CCc1cn3nc(C)cc3nc1-2	-6	i	-0.5	2	-4	49	2.0	5.8	-72
Cc1cc(OCc2nnc(SC(C)C(=O)O)n2Cc2ccccc2)ccc1Cl (stereo not drawn)	-2	0.0	-1.3	-2	3	18	1.5	-1.2	0
O=C(COc1ccc(Cl)cc1)Nc1ccccc1C(=O)NCc1ccco1	-1	-0.5	0.1	5	-3	27	-0.7	-0.6	-7
O=C(NCCc1ccncc1)Nc1ccc(F)cc1	-4	i	-0.4	-2	2	6	-0.4	-0.8	-7
C=CCn1c2ccccc2c2nnc(SCc3[nH]c(=O)[nH]c3C(=O)CCCCC(=O)OCC)nc21	-7	i	0.0	-15	5	15	0.8	3.1	8
CC(=O)N1CCN(C(=O)c2cc(S(=O)(=O)N(C)c3ccc(F)cc3)ccc2Cl)CC1	2	i	-1.5	-7	x	4	-1.1	2.1	5
Cc1ccc(S(=O)(=O)Nc2c(C)nc3nc(C)[nH]n3c2=O)cc1	-10	0.2	0.0	-6	9	4	-1.2	0.3	-12
Cc1cc(C)n(-c2ccc(S(=O)(=O)N3CCOCC3)cc2[N+](=O)[O-])n1	-1	i	0.3	-12	4	0	-0.4	0.9	4
COc1ccc(C(C(=O)NC2CCCCC2)N(C(=O)c2cccs2)c2ccc3c(c2)OCO3)cc1 (stereo not drawn)	-1	i	x	-5	-1	4	-0.7	1.2	-10
CCOC(=O)C1CCN(CC(=O)Nc2c(C(=O)OC)[nH]c3cccc(Cl)c23)CC1	-3	-1.8	x	1	-3	31	4.1	1.2	-3
O=[N+]([O-])c1ccc(C(=S)N2CCN(c3ccc(F)cc3)CC2)cc1	-10	1.0	2.5	-14	9	17	-0.1	-1.0	14
CCCn1c(SCC(=O)Nc2nc3c(s2)CCCC3)nc2c1c(=O)n(C)c(=O)n2C	0	i	x	4	-4	-6	0.6	-0.6	-17
CCc1cc2c(=O)n(CCC(C)C)c(=S)[nH]c2s1	0	-1.0	-2.4	2	-2	7	1.1	-0.4	-8
O=C(Cc1cccs1)N1CCN=C1SCc1ccccc1F	-4	i	-3.0	-6	-2	-8	1.2	0.3	2&-22
CCN(CC)C(=O)c1cnn(-c2ccccc2)c1NC(=O)c1ccco1	-4	i	-2.1	5	-4	4	1.2	0.0	-11
CCc1c(C)nc2ncnn2c1NCCc1ccc(OC)cc1	-4	-12	4.7	17	-6	0	0.0	-2.0	0
CCCN(CC(=O)Nc1ccccc1C)C(=O)c1ccc(C)c(S(=O)(=O)N2CCCCC2)c1	2	-0.3	0.3	-4	x	9	-0.1	3.9	-5
CCCCC1=CC2=CC(=O)C(C)(OC(=O)CC)C(=O)C2=CN1CCCOC(C)C (stereo not drawn)	-9	i	x	-4	x	-1	-1.2	2.6	-1
CS(=O)(=O)N1CCCC(C(=O)Nc2ccc(F)cc2F)C1 (stereo not drawn)	-9	i	1.7	-6	0	1	-0.2	-0.5	4&0
Cc1ccc(Cl)cc1N1CCN(C(=O)c2ccc(NC3=NC4CS(=O)(=O)CC4S3)cc2)CC1 (stereo not drawn)	0	-0.3	-0.1	-2	-3	7	-0.1	-1.1	4
COc1ccc(OC)c(CNc2c(C=O)c(=O)[nH]c3ccccc23)c1	-6	-1.5	1.5	-4	6	18	1.3	-0.2	-1
CCn1c(=S)sc2c(=O)n(CC(=O)NC(C)CCc3ccccc3)c(C)nc21 (stereo not drawn)	0	-0.3	0.3	0	1	-1	0.3	-0.9	3
CC(C)c1ccc(NC2CCCN(C(=O)CN3CCCCC3=O)C2)cc1 (stereo not drawn)	-4	-1.4	-2.0	8	x	-6	x	-0.3	x
NC(=S)N/N=C/c1ccc(-c2cc(Cl)ccc2Cl)o1	4	1.6	0.2	-1	-1	10	0.3	4.4	x
CC(C)OC(=O)c1cccc2c1C(=O)c1ccccc1-2	x	0.4	1.3	-14	6	11	0.3	x	6
NC(=O)C[C@H](N)c1cn([C@@H](CC(N)=O)C(=O)N2CCNCC2)nn1	-2	i	0.8	-4	x	-9	-0.3	0.6	-16
CNS(=O)(=O)c1cc2c3c(cccc3c1)C(=O)NC2=O	4	-0.3	-0.1	-38	1	3	-0.4	-1.4	-11
O=Cc1c(N2CCOCC2)nc2ccccn2c1=O	-1	-0.3	-0.2	-7	-5	6	-0.2	0.4	5
NC(=O)Cn1cc(/C=N\NS(=O)(=O)c2ccccc2)c2ccccc21	-1	-3.1	-0.4	-1	2	12	0.2	-2.8	x
COCC(=O)N1CCC(n2nccc2NC(=O)CCOc2ccccc2)CC1	1	-3.4	-0.9	-2	-6	2	0.2	1.0	-18
CC#CP(=O)(OCC)C(O)(c1ccccc1)C(F)(F)F (stereo not drawn)	-5	1.4	x	-3	-2	2	-0.7	-1.7	4
COc1cc(/C=C\C(=O)O)cc(S(=O)(=O)N2CCCCCC2)c1OC	3	i	1.9	-2	2	-4	-0.7	-0.6	1

This is a subset, so the mix of outcomes need not match the whole.
